# Mito fusion yeast: blocks mitochondrial division or promotes mitochondrial fusion | Potency, µM (doses to about 46.1 µM), without a hit: at the top dose growth rescue (activation), most hits filed as activators | S. cerevisiae fusion-defective mutant growth rescue, CellTiterGlo 48 h | 0.23% of 320,000 active;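 further: potency means the concentration at half of the fitted maximal effect; % of control where 0% means no effect; nearly all actives have a fitted effect of over 45% in size; temperature-sensitive fusion mutants such as fzo1-1 at 37 °C on non-fermentable ethanol glycerol medium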
#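 Luminescent cell viability in 1536-well qHTS format served as the measure of rescued growth in ts fusion-mutant S. cerevisiae cultured on non-fermentable YPEG for 48 hours at 37C.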
# MBNL1 CUG block: blocks human MBNL1 binding to CUG repeat RNA | Q9NR56 | TR-FRET MBNL1-His/biotin-(CUG)12 binding, 665/545 ratio | Potency, µM (highest dose often 57.5 µM), for inactives: at the highest dose activity change, negative = inhibition, actives largely listed as inhibitors | 0.036% of 280,000 active | AID 2675; active means well fitted inhibition curve with a large enough effect in the signal ratio, with a control signal flat, not every such curve was filed as active; inconclusive means small, poorly fitted or top-dose-only effect, or effect the other way, or a change in a side signal; inactive means no such curve, though single readings can be large or run the other way; the % refers to the signal ratio; further: potency means the concentration at half of the fitted maximal effect; on the % scale 0 is the no-effect control and ±100 the full control effect
#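 Inhibition of protein-RNA binding appears as loss of TR-FRET between terbium anti-His antibody on MBNL1-His and streptavidin-XL665 on biotin-(CUG)12. Activity is normalized to buffer-only and uninhibited-complex controls.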
# hERG WT inh: blocks the wildtype human KCNH2 potassium channel. Q12809. U2OS, BacMam KCNH2, thallium flux FluxOr; stronger effect = lower value. activity change, % at 1.84 µM. 0.37% of 340,000 active. AID 720551;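 active means maximum activity change below -70%; inconclusive means maximum activity change between -70% and -50%; inactive means maximum activity change above -50%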; further: on the % scale 0 is the no-effect control and ±100 the full control effect
#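 U2OS cells transduced with wild-type KCNH2 virus are loaded with FluxOr dye for 45 min, and thallium flux is measured in kinetic reads before and after stimulation buffer. Rate constants are normalized to DMSO controls.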
# USP2a inh: blocks human ubiquitin-specific protease USP2a | USP2 core, Ub-CHOP2 coupled fluorogenic reporter, 485/531 | O75604 | 0.01% of 330,000 active | AID 463254 | Potency, µM (titrated, usually from 38.3 µM), for inactives: at the highest dose activity change, negative = inhibition, usual class: inhibitors;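 further: potency means the concentration at half of the fitted maximal effect; plate controls were DMSO wells for no effect and full inhibition by NEM control for full effect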
#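 Cell-free coupled assay: 10nM USP2 core preincubated 30min RT with compound in Tris-HCl pH 8.0/CaCl2/CHAPS buffer, then 25nM Ub-CHOP2 and 25nM reporter substrate; fluorescence (Ex 485/Em 531) read after 60min RT, normalized to NEM inhibition, concentration-response curves fitted.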
# Chronic BCR inh: chronic active BCR signaling inhibition; Potency, µM (top dose mostly 46.1 µM), for the others: at the top dose ratio change, negative = lower green/red ratio, most hits filed as inhibitors; ABC-DLBCL IkBa-CBG/CBR reporter, luminescence ratio, 4 h; 0.05% of 340,000 active; AID 493014; active means well fitted inhibition curve with a large enough effect in the signal ratio, with a control signal flat, not every such curve was filed as active; inconclusive means small, poorly fitted or top-dose-only effect, or effect the other way, or a change in a side signal; the % refers to the signal ratio;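 further: potency means the concentration at half of the fitted maximal effect; plate controls were basal doxycycline-induced cells for no effect and cells given 10 µM MG132 for full effect; MG132 reads +100%, hits lower the ratio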
#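 TMD8 human ABC-DLBCL cells with doxycycline-inducible IκBα–green luciferase fusion and unfused red luciferase, in 0.5% FBS medium; compounds up to 46 uM, 4 h at 37C. Green/red luminescence ratio, filter-overlap corrected, fitted to concentration-response curves.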
# PKM2 act: increases activity of human pyruvate kinase M2. P14618. purified PKM2, Kinase-Glo ATP luminescence, activation; response scale: 0% is enzyme alone, no compound. Potency, µM (top dose mostly 57.5 µM), for inactives: at the top dose activation, hits mostly activators. 0.34% of 260,000 active. AID 1631; further: potency means the concentration at half of the fitted maximal effect; on the % scale 0 is the no-effect control and ±100 the full control effect; nearly all actives have a fitted effect of over 55% in size
#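 hPK-M2, >95% pure; 0.1 mM ADP / 0.5 mM PEP final; imidazole pH7.2 buffer w/ 7 mM MgCl2, 50 mM KCl; 1 h RT; Kinase-Glo lum. Intermediate enzyme activity for dual inhibitor/activator qHTS.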
# TSHR antag: antagonists of human thyroid stimulating hormone receptor; P16473; TSHR-expressing cells, TSH-stimulated cAMP HTRF, 2 h; stronger effect = lower value; activity change, negative = inhibition, % at 11.5 µM; 0.2% of 330,000 active;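 active means activity change below a set negative limit, meaning inhibition stronger than a set level, cut at about -70% in these data; inconclusive means activity change between two set negative limits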; further: on the % scale 0 is the no-effect control and ±100 the full control effect
# Target sequence (P16473 whole entry, looked up): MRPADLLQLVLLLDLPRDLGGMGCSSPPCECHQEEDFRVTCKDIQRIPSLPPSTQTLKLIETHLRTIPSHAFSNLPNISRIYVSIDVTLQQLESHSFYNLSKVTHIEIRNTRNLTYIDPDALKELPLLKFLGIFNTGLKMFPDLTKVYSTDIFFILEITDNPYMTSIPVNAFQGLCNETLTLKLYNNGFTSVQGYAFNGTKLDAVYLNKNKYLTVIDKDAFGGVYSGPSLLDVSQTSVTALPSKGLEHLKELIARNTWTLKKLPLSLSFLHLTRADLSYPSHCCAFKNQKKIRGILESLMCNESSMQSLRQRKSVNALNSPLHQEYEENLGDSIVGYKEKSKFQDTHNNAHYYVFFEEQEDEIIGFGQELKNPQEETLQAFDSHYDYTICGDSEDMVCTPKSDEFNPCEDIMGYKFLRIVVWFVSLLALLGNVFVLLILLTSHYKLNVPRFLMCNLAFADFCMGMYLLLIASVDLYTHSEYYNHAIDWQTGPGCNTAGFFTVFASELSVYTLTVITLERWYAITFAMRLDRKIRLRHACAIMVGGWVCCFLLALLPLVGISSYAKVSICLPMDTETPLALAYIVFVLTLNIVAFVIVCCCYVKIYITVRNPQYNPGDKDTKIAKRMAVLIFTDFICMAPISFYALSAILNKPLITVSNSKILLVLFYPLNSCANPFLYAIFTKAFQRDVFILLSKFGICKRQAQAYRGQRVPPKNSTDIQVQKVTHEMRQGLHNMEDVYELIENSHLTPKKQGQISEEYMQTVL
#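 Freshly harvested TSHR cells receive pin-tooled compound, then EC80 TSH at 4nM final. After 2 hours at 37 deg C, antibody in lysis buffer and cAMP-d2 are added; 30 minutes at ambient temperature precede the HTRF read.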
# Eya2 inh: inhibitors of human Eya2 phosphatase activity | recombinant Eya2, OMFP fluorescence dephosphorylation (OMFP is methylfluorescein phosphate) | Potency, µM (top dose mostly 76.9 µM), inactives show top-dose activity, negative = inhibition, most hits filed as inhibitors | 0.006% of 330,000 active | O00167; further: potency means the concentration at half of the fitted maximal effect; on the % scale 0 is the no-effect control and ±100 the full control effect
#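 Eya2 (0.2 uM) preincubated 10 min at ambient with compound, then OMFP substrate added at 50 uM; 10 min reaction in 50 mM HEPES pH 7.5, 50 mM NaCl, 5 uM MgCl2, 0.05% BSA, 1 mM DTT. Fluorescence read at Ex 485/Em 525 nm.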
# GALK inh: inhibitors of human galactokinase. 0.007% of 270,000 active. Purified GALK, Kinase-Glo residual ATP luminescence. AID 1868. Potency, µM (doses to about 57.5 µM), for inactives: at the highest dose activity change, negative = inhibition, hits mostly inhibitors; further: potency means the concentration at half of the fitted maximal effect; on the % scale 0 is the no-effect control and ±100 the full control effect
#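 Luminescence from leftover ATP (Ultra-Glo luciferase/luciferin) served as read-out after a 1 h room-temperature reaction of 5 nM GALK with 35 uM ATP and 100 uM galactose.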
# S-ASM inh: inhibitors of human secretory acid sphingomyelinase; 0.006% of 340,000 active; Potency, µM (titrated, usually from 57.5 µM), for inactives: at the top dose activity change, negative = inhibition, usual class: inhibitors; P17405; placental ASM, HMU-PC fluorogenic substrate, 60 min; further: potency means the concentration at half of the fitted maximal effect
#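 Fluorescence read-out (Ex 386 nm, Em 447 nm) after stopping the reaction at pH 10. Enzyme: ASM from human placenta; substrate HMU-PC0, 9 uM final; 60 min, 37 °C. Compound preincubation 10 min, ambient temperature.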
# Menin-MLL TR inh: displaces Texas Red mutant MLL peptide from human menin. Potency, µM (doses to about 61.6 µM), inactives show at the highest dose FP activity change, negative = inhibition, usual class: inhibitors. 0.23% of 270,000 active. Menin + Texas Red MLL mutant peptide, fluorescence polarization; active means well fitted inhibition curve with a large enough effect in the polarisation, with a control signal flat, not every such curve was filed as active; inconclusive means small, poorly fitted or top-dose-only effect, or effect the other way, or a change in a side signal; inactive means no such curve, though single readings can be large or run the other way; the % refers to the polarisation; further: potency means the concentration at half of the fitted maximal effect; % of control where 0% means no effect; many of its hits are not listed in these tables
# * hit, by the source's call; i = inactive; ? = inconclusive; nt = no result given; [ ] = dose if it differs, or a comment. Unless noted, the call rests on the fitted dose curve; in most records, active means well fitted curve in the direction sought with a large enough effect; inconclusive means small, poorly fitted or top-dose-only effect, or another doubt; inactive means no such curve, though single readings can be large; an effect the other way counts as inactive or inconclusive.
SMILES,Mito fusion yeast,MBNL1 CUG block,hERG WT inh,USP2a inh,Chronic BCR inh,PKM2 act,TSHR antag,Eya2 inh,GALK inh,S-ASM inh,Menin-MLL TR inh
O=C(C[n+]1ccn(CCCNP2(=O)C=C(c3ccccc3)OC(c3ccccc3)=C2)c1)c1ccccc1,4%,-7%,-47,1%,-5%,5%,0,3%,1%,0%,?
CCOC(=O)c1sc(/N=C/c2c(O)n(-c3ccccc3)c(=O)[nH]c2=O)c(C#N)c1C,-2%,1%,7,1%,4%,-1%,7,17%,1%,-3%,15%
Cc1cc(C)cc(NC(=O)CCNC(=O)N2C[C@H]3C[C@@H](C2)c2cccc(=O)n2C3)c1,-2%,-4%,3,-1%,-3%,4%,-3,-9%,nt,2%,13%
C=C(CO)CC1CC(O)[C@]2(C)OC3CC4OC5C[C@]6(C)O[C@]7(C)CCC8OC9C[C@]%10(C)OC%11C(C)=CC(=O)OC%11CC%10OC9C[C@@H](C)C8OC7CC6O[C@]5(C)C/C=C\C4OC3CC2O1 (some centres undefined),0%,-6%,2,2%,nt,-2%,-6,-2%,-2%,0%,?
O=C(CCl)Nc1nccs1,-7%,-6%,-6,1%,-22%,-9%,4,-8%,nt,-3%,nt
Cc1ccc2c(c1)C1CN(C)CCC1N2C(=O)Nc1cccc(C(F)(F)F)c1 (centres undefined),0%,2%,14,3%,?,-1%,31,6%,-2%,-2%,5%
CCc1ccc(CN2CCN(C(=O)Cc3ccccc3)CC2)cc1,4%,-12%,34,1%,-8%,1%,-11,-15%,-1%,-1%,-9%
CCOC(=O)C1(CCc2ccccc2)CCN(Cc2cccc3cnccc23)CC1,1%,11%,5,-7%,?,-6%,-12,-2%,-2%,-3%,?
O=C(O)Cn1cc(C(=O)c2ccccc2)c2ccccc21,-4%,-7%,3,0%,2%,5%,-2,9%,0%,2%,25%
O=P(Nc1ccccc1)(Nc1ccccc1)Oc1cccc(Cl)c1,1%,-4%,-11,0%,-9%,-1%,15,9%,nt,-6%,10%
Nc1ccc2c(c1)Cc1cc([N+](=O)[O-])ccc1-2,23%,?,5,10%,0%,-8%,-4,-14%,-3%,-13%,?
O=C(Nc1cccc2ccccc12)N1CCC2(CC1)OCCO2,3%,8%,7,0%,?,-1%,-8,0%,1%,-1%,0%
CCCNc1oc(-c2cccc3ccccc23)nc1C#N,-2%,8%,-1,2%,?,-4%,4,-21%,0%,i,-4%
CCCN(CC1CC1)CC(O)c1ccccc1 (centres undefined),0%,1%,4,-1%,5%,nt,3,-4%,0%,2%,-24%
O=C(Cc1ccccc1)N1CCN(C2CCCCCC2)CC1,0%,-4%,10,3%,-1%,-2%,-4,-2%,2%,3%,-13%
O=C1NC(=O)N(Cc2ccccc2)C(=O)/C1=C\N1CCCc2ccccc21,1%,nt,1,4%,10%,20%,-12,3%,0%,8%,24%
O=c1[nH]c(=O)n(Cc2ccco2)c(O)c1/C=N/N1CCCCCC1,0%,-8%,3,2%,5%,-6%,1,9%,-1%,-1%,-15%
CC(NC1CCCCC1)C(O)C12CC3CC(CC(C3)C1)C2 (centres undefined),5%,-5%,-2,3%,?,3%,7,20%,0%,2%,-7%
Cc1cccc(CN2CCN(C(=O)Cc3ccccc3)CC2)c1,0%,-3%,-9,-1%,1%,-3%,-3,-10%,1%,0%,-9%
COc1ccc(-n2c(/C=C/c3ccc(O)c(OC)c3)nc3ccccc3c2=O)cc1,2%,11%,-12,0%,?,-7%[11.5 µM],51,13%,6%,16%,35%[activator]
O=C(Nc1ccc(C(F)(F)F)cc1)c1cccn(Cc2ccc3c(c2)OC(F)(F)O3)c1=O,-11%,-6%,-27,2%,6%,-1%,-11,10%,0%,-27%,nt
CC(=O)N1CCC2(CC1)CC(=O)c1cc(OCC(=O)N3CCC4(CC3)OCCO4)ccc1O2,9%,32%[activator],-7,1%,5%,-12%,9,13%,2%,493%[activator],11%
Cc1cc(N)n(C2CCN(C)CC2)n1,0%,-13%,-14,2%,?,1%,-5,8%,-2%,-3%,-11%
CN1CCC(O)(c2ccc(Cl)cc2)C(C(=O)c2ccc(Cl)cc2)C1 (centres undefined),2%,-6%,1,-1%,1%,-3%,-3,10%,8%,1%,-6%
O=C(c1cnn2c(C(F)(F)F)cc(-c3ccccc3)nc12)N1CCC2(CC1)OCCO2,4%,-1%,-26,3%,-10%,-10%,-12,13%,3%,10%,-1%
CC1CN=C(Nc2ccc(F)c(Cl)c2)S1 (centres undefined),-5%,-4%,-3,-1%,?,2%,3,2%,-1%,2%,nt
CCOC(=O)N(C)c1ccc(C(O)(C(=O)OCC)C(F)(F)F)cc1 (centres undefined),3%,2%,19,1%,-4%,-4%,-3,-1%,1%,-1%,1%
CC1CCCCN1Cc1ccc(Cl)nc1 (centres undefined),-10%,nt,4,-1%,-17%,-4%,1,21%,1%,1%,1%
Cc1cc(=O)oc2c(C)c(OC3CCCCC3=O)ccc12 (centres undefined),3%,-10%,0,1%,-4%,nt,-8,2%,-2%,59%[activator],4%
CC(C)NC(=O)c1ccc(N2CC3CC(C2)c2cccc(=O)n2C3)c([N+](=O)[O-])c1 (centres undefined),-5%,?,0,0%,1%,0%,1,-1%,0%,3%,-1%
CN1C(=O)C(=Cc2sc(=O)n(-c3ccccc3)c2N2CCCCC2)C(=O)N(C)C1=O,-1%,14%,-8,8%,nt,3%,-7,4%,0%,-11%,nt
CCOc1c(P(=S)(N(C)C)N(C)C)c(C)nn1-c1ccccc1,6%,4%,-15,3%,0%,16%,4,-20%,1%,-2%,-11%
CCCn1c(C(=O)c2ccc(OC)cc2)nc2ccccc21,8%,-2%,0,0%,?,7%,5,2%,1%,-3%,0%
CCn1c(C(=O)N2CCC(C(=O)N3CCC4(CC3)OCCO4)CC2)cc2sccc21,6%,1%,?,0%,2%,4%,22,-16%,-2%,3%,-25%
CC(=O)Nc1nnc(CCN(CCc2nnc(NC(C)=O)s2)[N+](=O)[O-])s1,-3%,?,-8,3%,-2%,4%,5,-1%,nt,1%,nt
COCCNCCOc1ccc(C(C)(C)c2ccccc2)cc1,-6%,nt,12,1%,-1%,4%,10,-6%,-2%,-1%,-16%
COC(=O)C1=C(c2cccc(C#N)c2)C[C@@H]2CC[C@H]1N2C(=O)NCCCOC(C)C,-9%,nt,3,0%,1%,nt,21,-3%,nt,-1%,nt
COCCOC(=O)C1=C(N)Oc2c(c(=O)oc3ccccc23)[C@@]12C(=O)Nc1ccccc12,1%,3%,7,2%,?,-2%,1,22%,0%,-1%,-12%
C=Cn1ccnc1P(=S)(c1ccn(C)c1)c1nccn1C=C,2%,-4%,-2,-1%,1%,-3%,1,1%,4%,1%,-8%
Cc1[nH]c2ccc(OC(F)(F)F)cc2c1CCNCc1ccc(Cl)cc1,-72%[inhibitor],0%,16,-2%,0%,nt,-5,10%,nt,-16%,-13%
C=CCN1C(=O)/C(=C\c2ccc(N3CCOCC3)o2)C(=O)NC1=S,3%,nt,-6,18%,?,-23%,8,3%,-1%,-5%,5%
CCCCn1c(N)c(C(=O)OCC2CCCO2)c2nc3ccccc3nc21 (centres undefined),-12%,27%,5,-1%,?,0%,6,-18%,-4%,nt,?
O=C1/C(=C\c2ccc(Cl)c(Cl)c2)N2CCC1CC2,-11%,0%,-9,-1%,-5%,0%,-21,14%,-2%,-3%,nt
O=C(NCC(c1cccnc1)N1CCOCC1)Oc1ccccc1 (centres undefined),-1%,1%,6,2%,3%,-1%,0,7%,-6%,-1%,1%
Cc1cc(C)cc(N2C(=O)NC(=O)/C(=C/c3cccn3-c3ccc(Cl)cc3)C2=O)c1,-3%,-17%,-13,3%,-1%,-14%,6,-9%,-8%,1%,15%

# This is a subset, so the mix of outcomes need not match the whole.
